4-MU autofl = 4-MU region autofluorescence | max dye-equivalent concentration, M | AID 589 | 59,000 compounds, 11% hits | compound autofluorescence, 340/450 nm, 4-MU equivalents; active compounds read high; in the data active = max dye-equivalent concentration above about 10 nM; inconclusive = mostly about 1.1 nM to 9.6 nM
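Compounds in 100 mM Tris, pH 8.0, sat 15 min at room temperature before fluorescence was read at 340 nm excitation/450 nm emission; a per-plate six-point 4-MU standard curve converted signals to dye-equivalent concentration at each compound concentration.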
HBB splicing = alters splicing of the hemoglobin beta chain. HBB splicing reporter cell assay, activation; EGFP reporter with mutant IVS2-654 intron; response scale: normalised to 500 nM splice-correcting PNA. Potency, µM (highest dose often 46.1 µM), for inactives: at the highest dose activation, actives largely listed as activators. 65,000 compounds, 0.06% hits. AID 925; also: potency is read from the fitted curve at half-maximal effect; 0% is about no effect
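HeLa cells stably expressing EGFP interrupted by mutant beta-globin intron 2 (IVS2-654), 500/well in 2% FCS. Treated with compound for 2 days at 37C. Splicing correction scored as total well GFP intensity (488 nm excitation, 500-520 nm emission); 500 nM antisense PNA served as control.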
Fluorescein autfl = compound autofluorescence in fluorescein spectral region. Compound autofluorescence, 480/540 nm, fluorescein-equivalent; active compounds read high. max fluorescein-equivalent concentration, M. 59,000 compounds, 0.91% hits. AID 593; in the data active = max fluorescein-equivalent concentration above about 10 nM; inconclusive = between about 1.1 nM and that limit
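First, buffer (100 mM Tris, pH 8.0) dispensed; second, compounds and fluorescein standards pinned in; third, 15 min room-temperature incubation; finally, imaging at ex 480 nm/em 540 nm. Fluorescence normalized against the six-point fluorescein curve.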
A350 fluor = compound fluoresces in the Alexa 350 spectral region; Compound autofluorescence, 340/450 nm, Alexa 350 dye-equivalents; active compounds read high; max dye-equivalent concentration, M; 59,000 compounds, 11% hits; AID 590; in the data active = max dye-equivalent concentration above about 10 nM; inconclusive = mostly about 1.1 nM to 9.6 nM
Ub-GFP proteasome = inhibits proteasome, raising ubiquitin-GFP reporter fluorescence; Potency, µM (top dose mostly 45.9 µM), inactives show at the highest dose activation (GFP accumulation), most hits filed as activators; Ubiquitin-GFP reporter cells, proteasome inhibition, GFP fluorescence; response scale: untreated = 0%, 10 µM MG-132 = 100%; AID 526; 67,000 tested, under 10 active; active = well fitted activation curve with a large enough effect, not every such curve was filed as active; inconclusive = small, poorly fitted or top-dose-only effect, or another doubt; inactive = no such curve, though single readings can be large or run the other way; also: potency is read from the fitted curve at half-maximal effect
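Reporter cells (U2OS, ubiquitin-G76V-GFP fusion) are plated overnight, then treated 4 hr at 37 °C with compound titrations from 46 uM down to 2.9 nM. Activity is scaled against untreated cells and 10 uM MG-132.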
CRE Fsk mod = alters forskolin-stimulated CRE reporter signaling in CHO cells; CHO CRE-bla reporter (cAMP response element driving beta-lactamase), forskolin EC10, beta-lactamase ratio; Potency, µM (highest dose often 38.2 µM), for the others: at the highest dose activity change, negative = inhibition, usual class: activators; 71,000 compounds, 2.5% hits; AID 662; active = well fitted activation curve with a large enough effect in the signal ratio, with a control signal flat, not every such curve was filed as active; inconclusive = small, poorly fitted or top-dose-only effect, or effect the other way, or a change in a side signal; the % refers to the signal ratio; also: potency is read from the fitted curve at half-maximal effect; % of control where 0% means no effect
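Titrated compounds plus EC10 NKH 477 on CHO CRE-bla cells, 3 h, 37 °C. CCF4, 2 h RT. Ratio 460/530 nm → AC50.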
ERK AVP block = vasopressin-driven ERK pathway inhibition; HEK293-V1b, vasopressin-stimulated pERK AlphaScreen; 72,000 compounds, 0.99% hits; AID 995; Potency, µM (doses to about 57.5 µM), inactives show at the highest dose activity, negative = inhibition, most hits filed as inhibitors; also: potency is read from the fitted curve at half-maximal effect; % is scaled to controls: 0 for no effect and ±100 for the full control effect; nearly all actives have a fitted effect of over 55% in size
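Phosphorylated ERK1/2 detected via AlphaScreen bead proximity in lysates of V1b-expressing HEK293 cells given 25 nM vasopressin for 5 min after 30 min compound exposure (37 °C). AC50 from Hill equation; basal DMSO 0%, vasopressin 100%.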
FLuc inh = firefly luciferase inhibition. P08659. purified firefly luciferase, luminescence, 8 min. Potency, µM (highest dose often 57.1 µM), for inactives: top-dose activity change, negative = inhibition, hits mostly inhibitors. 72,000 compounds, 2.2% hits. AID 411; also: potency is read from the fitted curve at half-maximal effect; % is scaled to controls: 0 for no effect and ±100 for the full control effect; nearly all actives have a fitted effect of over 40% in size
Target sequence (P08659 whole entry, looked up): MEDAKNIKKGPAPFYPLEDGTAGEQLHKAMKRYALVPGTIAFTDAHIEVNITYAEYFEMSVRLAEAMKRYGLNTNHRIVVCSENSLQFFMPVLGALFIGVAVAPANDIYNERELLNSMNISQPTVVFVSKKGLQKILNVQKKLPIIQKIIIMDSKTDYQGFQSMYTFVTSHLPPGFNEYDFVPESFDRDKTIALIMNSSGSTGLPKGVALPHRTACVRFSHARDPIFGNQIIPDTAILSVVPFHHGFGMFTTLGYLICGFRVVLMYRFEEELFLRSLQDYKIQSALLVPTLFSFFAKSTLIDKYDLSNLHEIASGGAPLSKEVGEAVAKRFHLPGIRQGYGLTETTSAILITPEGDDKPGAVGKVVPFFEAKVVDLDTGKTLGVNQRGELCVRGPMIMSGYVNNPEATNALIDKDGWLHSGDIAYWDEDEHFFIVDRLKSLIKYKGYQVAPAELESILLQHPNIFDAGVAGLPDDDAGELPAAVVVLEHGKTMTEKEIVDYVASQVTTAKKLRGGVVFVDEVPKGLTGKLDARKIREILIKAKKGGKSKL
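Substrate buffer containing 10 uM ATP (pH 7.2 imidazole, Mg2+, KCl, detergent, BSA) is dispensed, compound pinned in, then luciferase/luciferin detector mix added. After 8 min at ambient temperature, light output is measured.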
Epigenetic mod = derepresses silenced GFP locus in mouse C127i cells; mouse C127i GFP locus derepression, cytometry, 30 h; 68,000 compounds, 0.09% hits; Potency, µM (titrated, usually from 46.1 µM), for the others: at the highest dose GFP derepression (activation); also: % of control where 0% means no effect
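Locus derepression in mouse mammary C127i cells whose integrated CMV-GFP reporter is normally silent; GFP expression after 30 h compound treatment was quantified by counting fluorescent cells.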
Hsp90 Hop PPI = changes Hsp90-Hop TPR2A binding signal, up or down; AlphaScreen TPR2A-His6 binding biotin-Hsp90 C-terminal peptide; Potency, µM (titrated, usually from 57 µM), for inactives: at the highest dose activity change, negative = inhibition; 71,000 compounds, 0.44% hits; AID 595; active = well fitted curve in either direction with a large enough effect; inconclusive = small, poorly fitted or top-dose-only effect, or another doubt; also: potency is read from the fitted curve at half-maximal effect; % is scaled to controls: 0 for no effect and ±100 for the full control effect; many of its hits are not listed in these tables
Texas Red fluor = compounds fluorescent in Texas Red spectral region; Compound fluorescence, Texas Red channel, 547/618 nm; active compounds read high; max dye-equivalent concentration, M; 59,000 compounds, 0.06% hits; AID 587; in the data active = max dye-equivalent concentration above about 10 nM; inconclusive = between about 1.1 nM and that limit
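Fluorescence at ex 547/em 618 nm, normalized against an on-plate Texas Red standard series to give dye-equivalent concentration per compound concentration. Buffer 100 mM Tris, pH 8.0; 15 min RT incubation before CCD imaging.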
Numbers without * were called inactive; i = inactive; ? = inconclusive; . = no result given; & = joins results of further samples; [ ] = dose if it differs, or a comment. Unless noted, calls follow the shape of the dose curve; as a rule, active = well fitted curve in the direction sought with a large enough effect; inconclusive = small, poorly fitted or top-dose-only effect, or another doubt; inactive = no such curve, though single readings can be large; an effect the other way counts as inactive or inconclusive. This is a subset; rates above refer to the full screens.

Molecule	4-MU autofl	HBB splicing	Fluorescein autfl	A350 fluor	Ub-GFP proteasome	CRE Fsk mod	ERK AVP block	FLuc inh	Epigenetic mod	Hsp90 Hop PPI	Texas Red fluor
CC(=O)[C@H]1CC[C@H]2[C@@H]3CCC4=CC(=O)CC[C@]4(C)[C@H]3CC[C@]12C	i	-0.1%&-1.1%	?	?	.	11.4%&4.5%	?	1.4%[25.5 µM]	-2.2%[20.6 µM]	?	i
CCC(=Nc1ccc2c(c1)CCC2)c1c(O)n(C2CCCCC2)c(=O)[nH]c1=O	i	1.1%	i	?	3.3%	-7.7%	-14.6%	0.8%	1.6%	-2.7%	i
C=COCCn1c(C)c(C(=O)OCC)c2cc(O)ccc21	i	-0.2%[57.5 µM]	i	i	2.1%	13.9%	-11.4%	-3.4%	-2.3%	-4.1%	i
CCCCn1c(O)c(C(C)=NCCCN(C)C)c(=O)[nH]c1=O	i	1.1%[1.84 µM]	i	i	10.7%	?	3.0%	4.1%	-2.0%	0.0%	i
CN1C(=O)CCS(=O)(=O)[C@H]1c1ccc(Cl)cc1	i	0.7%	?	i	0.0%&3.3%	?	-9.3%	0.3%&1.3%	-1.4%&2.2%	-0.9%&-5.1%	i
N#CC(C#N)=Cc1ccc([N+](=O)[O-])c(O)c1	i	0.7%	i	i	6.7%	5.2%	14.9%	1.4%	-1.7%	-17.0%	i
COC(=O)[C@H](N)CCCN=C(N)N[N+](=O)[O-]	i	0.4%	?	i	0.0%	5.8%	0.5%	0.4%	-1.1%	-6.3%	i
C[N+]1(C)CCc2cc3c(cc2[C@H]1[C@@H]1OC(=O)c2c1ccc1c2OCO1)OCO3	?	.	?	?	.	.	.	1.3%[25.5 µM]	0.0%[20.6 µM]	.	i
O=C(Cn1cnc2sc3c(c2c1=O)CCCC3)NCCC(=O)N1CCC2(CC1)OCCO2	i	-2.9%	i	i	-0.4%	?	-0.1%	1.7%	-3.3%	0.5%	i
CN(CC1COc2ccccc2O1)c1nc(-c2cccnc2)nc2ccccc12 (configuration not stated)	?	-0.3%[57.5 µM]	i	?	0.9%	?	17.1%	-3.0%	-1.6%	2.5%	i
CCOP(=O)(C#CC(C)(C)C)C1(O)CCCCC1 (configuration not stated)	1.8e-08M*	-1.0%[57.5 µM]	?	2.22e-08M*	-0.9%	16.7%	-9.8%	2.5%	4.3%	1.0%	i
O=C1OCCC1NC1=NCCC1 (configuration not stated)	i	0.4%	i	i	-3.5%	-12.9%	4.6%	-34.7%	1.1%	0.4%	?
O=C(CN1C(=O)CCSc2ccccc21)N1CCC2(CC1)OCCO2	i	-2.6%	i	i	.	8.4%	10.6%	-1.3%	0.0%	1.5%	i
O=C(Nc1ccccc1OC(=O)N1CCCCC1)N1CCCCC1	.	-3.2%[0.0738 µM]	.	.	7.4%[9.17 µM]	?	-3.8%	1.2%	0.0%	0.2%[11 µM]	.
CO[C@H]1[C@H](O)[C@H](O[C@@H]2[C@H](Oc3cccc4c(O)c5c(=O)oc6ccc(C)c7c(=O)oc(c34)c5c67)O[C@@H](C)[C@H](O)[C@H]2O)O[C@@H](C)[C@@H]1O	?	0.6%[9.22 µM]	?	?	-4.1%[9.17 µM]	4.5%[7.6 µM]	0.5%[11.5 µM]	1.3%[11.4 µM]	10.3%[9.22 µM]	-1.3%[11 µM]	i
CC12CN3C(O)C(C)(C1)CC(C)(C2)C3O (configuration not stated)	i	-0.1%[57.5 µM]	i	i	1.9%	-6.1%	-1.9%	-2.8%	0.0%	-3.6%	i
Cc1nc2cc(C(=O)N3CCC4(CC3)OCCO4)ccc2n1-c1ccc(Br)cc1	i	-1.0%	?	i	-1.5%	3.3%	-9.6%	0.0%	-4.2%	-1.1%	i
Fc1cccc(F)c1CN1CCN(Cc2c(F)cccc2F)CC1	i	1.0%	i	i	3.0%	-2.2%	-17.7%	-1.8%	0.0%	-4.8%	i
COc1ccccc1N1CCN(Cc2c(F)cccc2Cl)CC1	.	-2.0%[0.0738 µM]	.	.	27.3%[9.17 µM]	-13.0%[7.6 µM]	5.0%	1.1%	-1.5%	3.2%[11 µM]	.
NC(N)=NCCCCCCCCCCN=C(N)N	.	.	.	.	-4.6%	2.5%	-8.0%	1.8%	-1.4%	-0.4%	.

Additional structures follow.
Molecule	4-MU autofl	HBB splicing	Fluorescein autfl	A350 fluor	Ub-GFP proteasome	CRE Fsk mod	ERK AVP block	FLuc inh	Epigenetic mod	Hsp90 Hop PPI	Texas Red fluor
N#CCCCC[N+]12CN3CN(CN(C3)C1)C2	i	3.0%[9.22 µM]	i	i	-1.9%[9.17 µM]	1.8%[7.6 µM]	-0.8%[11.5 µM]	3.6%[11.4 µM]	1.3%[9.22 µM]	-2.7%[11 µM]	i
O=C1CC(N2CCC(n3c(=O)[nH]c4ccccc43)CC2)C(=O)N1c1ccc(F)cc1 (configuration not stated)	i	-0.4%	i	i	6.4%	-13.7%	11.4%	0.8%	0.0%	?	i
C=CCn1c(O)c(C(=O)CCCCCC)c(=O)[nH]c1=O	i	2.0%	i	i	-3.3%	?	11.4%	2.7%	-1.0%	-4.8%	i
O=C(O)[C@H](Cc1cnc[nH]1)N1C(=O)c2ccccc2C1=O	i	1.8%[9.22 µM]	i	i	7.7%[9.17 µM]	8.0%[7.6 µM]	11.2%[11.5 µM]	0.5%[11.4 µM]	0.0%[9.22 µM]	-4.7%[11 µM]	i
O=C(Nc1ccc([As](=O)(O)O)cc1)Nc1cccc(Cl)c1Cl	i	0.6%[9.22 µM]	?	i	0.6%[9.17 µM]	13.6%[7.6 µM]	20.9%[11.5 µM]	-1.5%[11.4 µM]	-2.1%[9.22 µM]	-0.2%[11 µM]	i
COc1ccc(N2CCN(CCCN)CC2)cc1	i	3.0%	i	i	-6.6%	-8.1%	-18.9%	6.4%	3.2%	-26.9%	i
N[C@H]1C[C@H]1c1ccccc1	i	-0.4%[20.6 µM]	i	i	-1.3%[20.5 µM]	-2.6%[17.1 µM]	1.4%[25.7 µM]	-1.2%[25.5 µM]	-1.7%[20.6 µM]	-0.9%[26 µM]	?
COc1ccc(C(=O)CC2C(=O)N(C)C(=O)N(C)C2=O)cc1	i	.	i	i	.	.	.	-1.2%[25.5 µM]	20.7%[20.6 µM]	.	i
CC(=O)N1CC[N+](C)(C)CC1	.	.	.	.	0.2%	-8.6%	-29.6%	2.9%	0.0%	2.9%	.
O=C(COc1ccccc1)N1CCN(CC2CC3C=CC2C3)CC1 (configuration not stated)	i	1.1%	?	i	0.8%	?	14.4%	2.7%	-1.0%	0.9%	?
Cc1ccc(CC2C(=O)N(C)C(=O)N(C)C2=O)s1	.	-0.2%[0.0738 µM]	.	.	7.4%[9.17 µM]	?	-26.9%	3.6%	-1.5%	-6.8%[11 µM]	.
CCN1C[C@@]2(COC)[C@H]3[C@@H](OC)[C@H]4C1[C@@]3([C@H](OC)C[C@@H]2O)[C@H]1C[C@@]2(O)[C@@H](OC(=O)c3ccccc3)[C@@H]1[C@@]4(OC(C)=O)[C@H](O)[C@@H]2OC	?	0.5%[20.6 µM]	?	?	0.0%[20.5 µM]	-1.6%[17.1 µM]	-8.1%[25.7 µM]	2.5%[25.5 µM]	-0.6%[20.6 µM]	-7.9%[26 µM]	?
CN1C(=O)CN=C(c2ccc(Cl)cc2)c2cc(Cl)ccc21	i	.	i	i	.	.	.	-0.2%[25.5 µM]	-1.7%[20.6 µM]	.	i
COc1cc(CN2C(=O)NC(=O)C3(Cc4cc(C)ccc4N(C)C3)C2=O)cc(OC)c1 (configuration not stated)	i	-1.2%[57.5 µM]	i	i	-2.7%	4.4%	-6.5%	0.1%	2.2%	-0.6%	i
CN(C)P(=NC(=S)c1cccn1C)(N(C)C)N(C)C	i	-1.3%	i	i	-9.7%	2.4%	13.4%	-1.8%	-1.2%	-1.9%	i
N=C(N)SCc1ccc(Cl)c2ccccc12 (tested in a mixture with another compound)	i	1.1%&5.4%[9.22 µM]	?	i	0.6%&-2.0%[9.17 µM]	-0.2%&-2.2%[7.6 µM]	-16.6%&-9.6%[11.5 µM]	3.9%&-0.3%[11.4 µM]	3.4%&-3.4%[9.22 µM]	-0.3%&3.8%[11 µM]	i
CN1[C@@H](C[C@@H](O)c2ccccc2)CCC[C@@H]1C[C@H](O)c1ccccc1	i	-0.4%[20.6 µM]	i	i	0.0%[20.5 µM]	-4.2%[17.1 µM]	-10.3%[25.7 µM]	5.8%[25.5 µM]	0.0%[20.6 µM]	-2.2%[26 µM]	i
CN1C(=O)N(C)C(=O)C(CCc2ccncc2)(Cc2ccc3c(c2)OCO3)C1=O	.	-0.8%[0.0738 µM]	.	.	-15.3%[9.17 µM]	?	-26.1%	-3.1%	-1.5%	-10.3%[11 µM]	.

Screening data: PubChem BioAssay, National Center for Advancing Translational Sciences (NCATS)
